# From PubChem
# inhibitors of VEEV – inhibitors of VEEV TC-83 cytopathic effect, confirmation, Vero cells (AID 588727); Vero cells, VEEV TC-83 cytopathic effect inhibition; higher % means a stronger effect; inhibition, % at 20 µM; hits with a dose series show IC50 in µM; hit rate 0.13% among 350,000; in the data active means a potency from the dose series; inconclusive means inhibition mostly from about 14% at the one dose, without a potency; inactive means the rest, 99 in 100 with inhibition below about 12%; further: strong numbers were not always called active
# tuberculosis growth – growth inhibition of non-replicating M. tuberculosis (AID 488890); inhibition, % at 25 µM; hits with a dose series show IC50 in µM; hit rate 0.39% among 320,000; Mycobacterium tuberculosis non-replicating, growth inhibition; higher % means a stronger effect; in the data active means a potency from the dose series; inconclusive means inhibition mostly from about 82% at the one dose, without a potency; inactive means the rest, 99 in 100 with inhibition below about 76%;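 further: plate controls were DMSO cells for no effect and high antibiotic wells for full effect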
# Salmonella PhoP GFP – PhoP regulon inhibitors, Salmonella typhi PhoP promoter GFP reporter, confirmatory (AID 1850) | Salmonella Typhi PhoP-promoter GFP reporter, fluorescence, 4 h; higher % means a stronger effect | inhibition, % at 50 µM; hits with a dose series show IC50 in µM | hit rate 0.33% among 310,000; in the data active means a potency from the dose series; inconclusive means inhibition mostly from about 25% at the one dose, without a potency; inactive means the rest, 99 in 100 with inhibition below about 19%;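 further: 0% = induced wells with vehicle and 100% = uninduced wells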
# influenza NS1A – H1N1 influenza NS1A inhibitors, functional cell based assay (AID 504329). NS1A functional cell-based assay, percent inhibition; higher % means a stronger effect. hit rate 0.3% among 340,000. one-dose inhibition, % at 12.5 µM; IC50 in µM for titrated hits; in the data active means a potency from the dose series; inconclusive means inhibition above about 27% without an active follow-up result; further: strong numbers were not always called active
# M. tuberculosis HTS – M. tuberculosis growth inhibition, HTS (AID 449762). M. tuberculosis H37Rv growth inhibition, 7H9 media; higher % means a stronger effect. hit rate 0.59% among 330,000. one-dose inhibition, % at 25 µM; IC50 in µM for titrated hits; in the data active means a potency from the dose series; inconclusive means inhibition above about 70% without an active follow-up result;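 further: bacterial growth assessed after seven days of incubation; strong numbers were not always called active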
# Numbers without * were called inactive; i = inactive; u = inconclusive; x = not tested or not shown; & = joins results of further samples.
no.	smiles	inhibitors of VEEV	influenza NS1A	M. tuberculosis HTS	tuberculosis growth	Salmonella PhoP GFP
1	CC1(C)Oc2ccc(C#N)cc2[C@@H](N2CCCC2=O)[C@@H]1O	i	-1.5%	4.8%	-15.3%	6.2%
2	Nc1ncnc(Nc2ccccc2)n1	0.3%	-1.0%	-0.7%	-1.4%	0.0%
3	O=C(c1ccccc1)c1ccc2n1CCC2C(=O)O (stereo not drawn)	0.8%	2.4%	-1.8%	-10.1%	2.5%
4	COc1cc2c(c(OC)c1OC)-c1c(cc(OC)c(OC)c1OC)C[C@H](C)[C@H](C)C2	5.6%	-8.1%	2.4%	-0.6%	-3.2%
5	CC1CCc2c(N3CCC(O)CC3)c(F)cc3c(=O)c(C(=O)O)cn1c23 (stereo not drawn)	4.0%	6.1%	u	u	3.02µM*
6	CCC(Cc1c(I)cc(I)c(N)c1I)C(=O)O (stereo not drawn)	i	-1.3%	-0.3%	25.5%	2.0%
7	C[C@]12CC[C@H]3C(=CCc4cc(O)ccc43)[C@@H]1CCC2=O	6.1%	-0.3%	0.7%	9.0%	-6.8%
8	CCCCCCCCCC(=O)O	i	5.6%	-3.4%	12.3%	x
9	Cc1ccsc1/C=C/C1=NCCCN1C	1.6%&0.6%&2.2%	-0.5%&3.7%&2.1%	-5.3%&5.9%	-9.1%&-1.9%	7.6%
10	CN(C)C(=N)N=C(N)N	1.5%	-2.3%	-2.0%	8.4%	6.2%
11	CCN(CC)CCOC(=O)C(c1ccccc1)c1ccccc1	0.3%	-4.2%	-5.2%	-11.2%	-1.2%&4.1%
12	CN(CCOc1ccc(NS(C)(=O)=O)cc1)CCc1ccc(NS(C)(=O)=O)cc1	x	x	11.4%	2.8%	7.5%
13	CC(C)(C(=O)c1cccnc1)c1cccnc1	0.9%	-8.1%	-4.7%	-11.8%	17.8%
14	COc1ccccc1OC(=O)Oc1ccccc1OC	i	-2.1%	x	x	x
15	O=C1CCc2cc(OCCCCc3nnnn3C3CCCCC3)ccc2N1	2.2%	4.1%	-2.5%	-4.7%	5.4%&-6.6%
16	CCCc1cc(C(N)=S)ccn1	i	2.6%	6.61µM*	63.3%	5.4%
17	CC(=O)O[C@@]12CO[C@@H]1C[C@H](O)[C@@]1(C)C(=O)[C@H](O)C3=C(C)[C@@H](OC(=O)[C@H](O)[C@@H](NC(=O)OC(C)(C)C)c4ccccc4)C[C@](O)([C@@H](OC(=O)c4ccccc4)[C@H]21)C3(C)C	x	x	u	76.4%	3.4%
18	CN(C)CCOC(=O)C(c1ccccc1)C1(O)CCCC1 (stereo not drawn)	0.3%	-2.9%	-6.8%	2.8%	1.4%&-18.1%
19	C[C@H]1c2cccc(O)c2C(O)=C2C(=O)C3(O)C(O)=C(C(N)=O)C(=O)[C@@H](N(C)C)[C@@H]3[C@@H](O)[C@@H]21 (stereo partly drawn)	2.7%	1.0%	u	77.1%	2.01µM*
20	COc1ccc(S(=O)(=O)Nc2nnc(CC(C)C)s2)cc1	0.5%	-13.2%	-7.1%	3.0%	-3.7%

# Single records (already shown). Screens in order: inhibitors of VEEV	influenza NS1A	M. tuberculosis HTS	tuberculosis growth	Salmonella PhoP GFP
# `Nc1ncnc(Nc2ccccc2)n1` across the screens: 0.3%	-1.0%	-0.7%	-1.4%	0.0%
# `CN(CCOc1ccc(NS(C)(=O)=O)cc1)CCc1ccc(NS(C)(=O)=O)cc1` across the screens: x	x	11.4%	2.8%	7.5%
# `COc1ccccc1OC(=O)Oc1ccccc1OC` across the screens: i	-2.1%	x	x	x

# (cont.)
no.	smiles	inhibitors of VEEV	influenza NS1A	M. tuberculosis HTS	tuberculosis growth	Salmonella PhoP GFP
21	CCC12CCCN3CCc4c(n(c5ccccc45)C(O)(C(=O)OC)C1)C32 (stereo not drawn)	i	-6.5%	-5.9%	-10.6%	-2.8%
22	O=C1c2ccccc2C(=O)c2c(O)c(O)cc(O)c21	i	12.5%	8.8%	u	x
23	O=C(O)CCCCCCCC(=O)O	1.5%	-2.7%	-4.8%	-4.8%	-8.0%
24	CN1CCN(CCCN2c3ccccc3Sc3ccc(S(=O)(=O)N(C)C)cc32)CC1	>25µM*	1.6%	7.6%	38.6%	0.8%
25	O=C(NCCN1CCOCC1)c1ccc(Cl)cc1	0.2%	1.6%	-1.2%	x	13.8%
26	CN1CCN(c2c(F)cc3c(=O)c(C(=O)O)cn4c3c2SCC4)CC1	3.2%	3.8%	u	i	3.26µM*
27	CN1CCC(=C2c3ccccc3CC(=O)c3sccc32)CC1	1.4%&0.1%&0.1%	-0.9%&1.1%&-1.9%	1.6%&1.7%	6.5%&6.0%	11.9%&6.9%&-11.1%

# Compounds above that have a halogen:
no.	smiles	inhibitors of VEEV	influenza NS1A	M. tuberculosis HTS	tuberculosis growth	Salmonella PhoP GFP
5	CC1CCc2c(N3CCC(O)CC3)c(F)cc3c(=O)c(C(=O)O)cn1c23 (stereo not drawn)	4.0%	6.1%	u	u	3.02µM*
6	CCC(Cc1c(I)cc(I)c(N)c1I)C(=O)O (stereo not drawn)	i	-1.3%	-0.3%	25.5%	2.0%
25	O=C(NCCN1CCOCC1)c1ccc(Cl)cc1	0.2%	1.6%	-1.2%	x	13.8%
26	CN1CCN(c2c(F)cc3c(=O)c(C(=O)O)cn4c3c2SCC4)CC1	3.2%	3.8%	u	i	3.26µM*

# Some of the compounds tested, so the mix of outcomes need not match the whole.
